Bioassay records as filed in PubChem.
CRFR2-BP ag: agonists of human CRF-binding protein/CRF-R2 receptor complex. HEK293 CRF-R2/CRF-BP, calcium dye fluorescence (FLIPR); percent of saturating CRF peptide response. activation, % at 13.2 µM. 0.46% of 350,000 active. AID 588473;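 active = activation of at least 50%, plus an integration ratio under a set limit after plate pattern correction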;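 also: plate controls were neutral control wells without compound for no effect and CRF at EC100 for full effect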
CRFBP-R2 block: blocks CRF-induced signaling of the CRF-BP/CRF-R2 complex | inhibition, % at 11.8 µM | HEK293 CRF-R2/CRF-BP, CRF-induced calcium fluorescence | 0.59% of 350,000 active;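 active = inhibition of the ligand-induced calcium signal above about 50% at the single tested concentration, limit read from the data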
M5 antag: CHRM5 antagonism in calcium assay; P08912; CHO-hM5 cells, Fluo-8 calcium fluorescence, ACh EC80; inhibition, % at 3 µM; 0.59% of 360,000 active; AID 624040;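 active = inhibition above a per-plate cutoff, the mean of that plate's test compounds plus 3 SD, cut at about 27% in these data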;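 also: 0% = acetylcholine EC80 with DMSO and 100% = DMSO without agonist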
IDE inh: cellular human IDE inhibition; HEK cells, FAbetaB cleavage, fluorescence polarization; 0.41% of 320,000 active; inhibition, % at 5.59 µM; AID 434962; P14735;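 active = percent inhibition above the average of all tested compounds plus 3 SD, set per screening campaign, cut at about 16% in these data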;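 also: IDE supplied by intact live HEK cells; FP after avidin binding of uncleaved biotin substrate so inhibition keeps polarization high; 0% = DMSO wells and 100% = 60 µM reference IDE inhibitor Ii1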
Target sequence (P14735 whole entry, looked up): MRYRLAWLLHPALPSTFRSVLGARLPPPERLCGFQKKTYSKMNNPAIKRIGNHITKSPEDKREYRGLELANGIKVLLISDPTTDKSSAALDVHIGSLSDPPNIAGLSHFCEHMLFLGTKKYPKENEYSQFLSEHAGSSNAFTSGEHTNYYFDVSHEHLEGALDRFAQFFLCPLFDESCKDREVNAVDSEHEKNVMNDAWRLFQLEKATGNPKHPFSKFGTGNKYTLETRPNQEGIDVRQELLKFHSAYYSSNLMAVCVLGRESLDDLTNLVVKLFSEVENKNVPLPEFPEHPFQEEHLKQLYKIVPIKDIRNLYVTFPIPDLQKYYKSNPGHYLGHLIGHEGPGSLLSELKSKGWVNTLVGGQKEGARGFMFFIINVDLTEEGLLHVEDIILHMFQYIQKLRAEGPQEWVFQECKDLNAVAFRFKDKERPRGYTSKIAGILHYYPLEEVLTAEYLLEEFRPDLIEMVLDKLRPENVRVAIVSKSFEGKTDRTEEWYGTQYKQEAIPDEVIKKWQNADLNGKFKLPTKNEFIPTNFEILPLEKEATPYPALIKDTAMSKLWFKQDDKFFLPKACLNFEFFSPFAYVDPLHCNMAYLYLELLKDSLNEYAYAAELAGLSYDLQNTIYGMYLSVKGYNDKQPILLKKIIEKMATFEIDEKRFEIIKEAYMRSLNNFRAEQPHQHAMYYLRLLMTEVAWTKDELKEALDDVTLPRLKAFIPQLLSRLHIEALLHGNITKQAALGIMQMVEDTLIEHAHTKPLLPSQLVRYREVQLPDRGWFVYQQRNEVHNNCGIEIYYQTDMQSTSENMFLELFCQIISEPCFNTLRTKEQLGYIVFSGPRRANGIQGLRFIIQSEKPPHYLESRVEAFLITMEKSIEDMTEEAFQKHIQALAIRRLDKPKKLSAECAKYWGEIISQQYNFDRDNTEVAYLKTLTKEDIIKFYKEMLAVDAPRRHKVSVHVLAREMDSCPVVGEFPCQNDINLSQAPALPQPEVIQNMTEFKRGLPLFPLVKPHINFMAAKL
CHRM4 agonist: CHRM4 agonism in calcium assay | CHO-K1 hM4/Gqi5, Fluo-8 calcium fluorescence; vehicle 0%, full acetylcholine response 100% | activation, % at 3 µM | 0.14% of 360,000 active;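 active = activation above the run mean over all test wells plus 3 SD, cut at about 32% in these data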;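 also: peak over basal fluorescence ratio per well then scaled between controls; 0% = DMSO wells and 100% = acetylcholine at EC100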
CHRM4 PAM: potentiates acetylcholine response at human M4 receptor | CHO-K1 hM4/Gqi5, Fluo-8 calcium fluorescence, ACh EC20; 0% = ACh EC20, 100% = maximal ACh | activation, % at 3 µM | 0.4% of 360,000 active;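 active = activation above its plate's cutoff, the mean activation of sample wells plus 3 SD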; also: some results filed as inactive read as strong as hits
M5 PAM: potentiates acetylcholine response at human M5 receptor | P08912 | CHO-K1 hM5, Fluo-8 calcium, ACh EC20 PAM; 0% = ACh EC20, 100% = ACh EC100 | activation, % at 3 µM | 0.3% of 360,000 active;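 active = activation above the run cutoff, the mean activation of all test compounds plus 3 SD, cut at about 18% in these data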
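Assay system: CHO-K1 hM5 cells. Also added: acetylcholine at EC20 concentration, added after compound. Dosing: 3 µM, single dose. Times: compound preincubation 140 s before EC20 acetylcholine addition. Signal: Fluo-8 calcium fluorescence. Measure: % activation relative to EC20 and EC100 ACh responses. Repeats: singlicate, one well per test compound.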
M4 antag: blocks acetylcholine activation of human M4 receptor; P08173; CHO-hM4 cells, ACh EC80, Fluo-8 calcium fluorescence; inhibition, % at 3 µM; 0.73% of 360,000 active; AID 624125;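 active = inhibition above its plate's cutoff, the mean inhibition of sample wells plus 3 SD, cut at about 27% in these data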;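 also: 0% = acetylcholine EC80 with DMSO and 100% = DMSO without agonist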
M5 ag: agonists of human muscarinic M5 receptor (CHRM5) | P08912 | CHO-K1 hM5 cells, Fluo-8 calcium fluorescence; 0% DMSO wells, 100% maximal acetylcholine response | activation, % at 3 µM | 0.19% of 360,000 active | AID 624037;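 active = activation above the run's mean over test compounds plus 3 SD, cut at about 23% in these data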;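 also: signal is peak over basal fluorescence ratio across the kinetic read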
* = called active by the depositor; · = no result given. Rows were taken by chance. Share with any hit: about 2.9%.

| CRFR2-BP ag | CRFBP-R2 block | M5 antag | IDE inh | CHRM4 agonist | CHRM4 PAM | M5 PAM | M4 antag | M5 ag | SMILES |
| --- | --- | --- | --- | --- | --- | --- | --- | --- | --- |
| -1.5 | -19.4 | 4.8 | 5.7 | 1.5 | -6.6 | -7.1 | 10.3 | -1.4 | COc1ccc(N2CCN(C(CNS(=O)(=O)c3cc(F)ccc3F)c3cccnc3)CC2)cc1 (stereo not given) |
| 1.0 | 12.2 | 2.7 | 1.4 | 0.0 | 1.3 | 3.0 | 1.3 | 0.3 | COc1ccc(C(=O)C[n+]2cccc(C(N)=O)c2)cc1 |
| 4.5 | -19.1 | 0.5 | -9.9 | -0.9 | -5.5 | -5.9 | 10.8 | -3.2 | COC(=O)CNC(c1ccccc1)c1cc(C)ccc1NS(=O)(=O)c1ccc(C)cc1 (stereo not given) |
| -4.5 | 8.0 | 8.9 | -1.1 | -1.5 | 7.3 | 0.4 | -9.3 | -4.5 | COc1cc(NC(=O)C2CCCN(c3ncnc4c3nc3n4CCCCC3)C2)cc(OC)c1OC (stereo not given) |
| 0.7 | 6.3 | 7.8 | 2.7 | 0.6 | 8.1 | 3.4 | -9.4 | -4.1 | CC1CC=C(c2ccccc2)C(=S)N1 (stereo not given) |
| -0.3 | -4.0 | 15.3 | · | 0.1 | 2.3 | -3.9 | -7.2 | 0.3 | CN1CCN(C(=O)OCCOCCOC(=O)N2CCN(C)CC2)CC1 |
| · | · | -0.7 | · | -0.1 | 3.8 | 0.4 | -6.9 | 4.5 | CC1(C)Oc2cc3oc(=O)ccc3c3c2C2C1CCC(C)(O3)C2O (stereo not given) |
| -1.0 | -11.4 | 4.1 | 2.8 | 0.3 | -0.7 | -3.0 | -7.0 | -2.4 | CC1(C)C(=O)OC(C(=O)c2ccc(Cl)cc2)C(C)(C)C1=O (stereo not given) |
| -3.9 | -12.9 | 0.1 | 4.2 | 8.3 | -3.2 | -26.3 | -6.7 | -10.9 | Cc1cc(NC(=O)CS(=O)(=O)c2cn(Cc3cccc(F)c3)c3ccccc23)no1 |
| -1.4 | 5.0 | 5.2 | 1.0 | 0.1 | -1.2 | 3.4 | 7.3 | 7.2 | Cn1ncc([N+](=O)[O-])c1C(=O)Nc1ccccc1C(=O)O |
| 0.4 | 3.3 | 0.6 | 5.1 | 1.5 | 11.7 | -1.9 | -6.8 | 0.3 | COc1ccc(C(=O)CSc2nnc(-c3cc(C)cc(C)c3)o2)cc1 |
| 7.4 | 33.9 | -5.0 | 8.4 | 0.2 | 7.5 | 1.2 | -5.8 | -0.9 | Cc1cc(-n2nc(C)cc2C)n2nc(C)c(-c3ccc(Cl)cc3)c2n1 |
| -0.9 | 10.7 | 4.1 | -2.1 | 0.7 | 0.6 | 3.4 | -2.5 | -2.5 | O=C(NCc1ccccn1)Nc1ccccc1F |
| 0.4 | -8.3 | 12.5 | -2.9 | 2.2 | 10.4 | -1.8 | -5.2 | 1.6 | Cc1cc(/C=C(\C#N)C(=O)Nc2ccccc2)c(C)n1-c1cccnc1 |
| -1.6 | -3.2 | 11.5 | 3.8 | 0.5 | 1.5 | -3.8 | -14.8 | -5.3 | Cc1ccc(S(=O)(=O)NCc2ccc(C(=O)NC3CCCCC3)cc2)cc1 |
| -0.9 | -7.8 | 4.3 | -0.6 | 0.1 | -0.4 | 5.3 | 0.7 | -0.4 | CCOC(=O)CN1C(=O)N[C@@H](c2ccccc2)[C@@H](C(=O)OC)[C@H]1C |
| -2.6 | 16.5 | -3.6 | -9.1 | 13.3 | -10.1 | -11.6 | -23.2 | 1.4 | CCN(CC)S(=O)(=O)c1cccc(NC(=O)COc2ccc(C#N)cc2OC)c1 |
| 7.8 | 0.7 | -5.0 | 1.7 | 0.9 | -3.0 | 4.8 | -5.6 | -3.5 | O=C(NCCCN1CCOCC1)C1CCCN(S(=O)(=O)N2CCCCC2)C1 (stereo not given) |
| -0.2 | 1.2 | 2.5 | 1.5 | 0.2 | -6.5 | -1.1 | 9.9 | 1.6 | CCOc1ccc(OCCOCCNCCOC)cc1 |
| 1.1 | 6.1 | -9.6 | -1.5 | 1.6 | 4.9 | 3.2 | -18.4 | -0.3 | Cc1ccc(/C=C2\C(=N)N3N=C(CC(=O)N4CCOCC4)SC3=NC2=O)o1 |
| 0.1 | -12.1 | 7.5 | 4.8 | -0.1 | 1.9 | 1.1 | -4.3 | -2.7 | O=C(Cc1ccccc1)NCCSC1CCCCC1 |
| -0.4 | -8.5 | 0.0 | 2.0 | 1.5 | 0.8 | -5.0 | -8.8 | -2.6 | Cc1cccc2c1ncc1c(=O)n(-c3ccccc3)[nH]c12 |
| -0.5 | -17.1 | 4.3 | 1.7 | 1.8 | -8.0 | -5.9 | 6.1 | -1.3 | Cc1ccc(NC(=O)C2CCCN(S(=O)(=O)c3ccc4[nH]c(=O)ccc4c3)C2)cc1C (stereo not given) |
| -0.5 | 13.1 | 8.1 | 4.0 | 0.3 | 6.3 | -1.1 | -4.5 | -3.3 | O=C(Nc1ccccc1Cl)c1cc[n+](Cc2ccc([N+](=O)[O-])cc2)cc1 |
| 3.4 | 10.1 | -5.6 | 1.7 | 1.3 | 9.1 | 4.8 | 12.6 | 1.6 | O=C(Nc1nc(-c2ccccc2)c(-c2ccccc2)s1)c1ccc(S(=O)(=O)N2CCCC2)cc1 |
| 1.8 | 7.0 | 8.6 | 5.3 | -1.8 | 9.6 | 0.4 | -11.4 | 0.6 | C/C(=N\NC(=O)c1ccc(Cn2cc(Br)cn2)o1)c1cccc(NC(=O)C(C)C)c1 |
| -2.0 | -37.8 | 2.0 | 2.9 | 5.3 | 1.6 | -5.5 | 5.3 | -0.4 | Cc1cccc(NS(=O)(=O)c2ccc(C3CCCCC3)cc2)n1 |
| 1.9 | -15.6 | 3.0 | 0.8 | 2.8 | 14.4 | 5.3 | 0.6 | 1.8 | O=C(OCCN1C(=O)c2ccccc2C1=O)c1cc2ccccc2o1 |
| · | · | -3.5 | · | 1.1 | -0.9 | -1.6 | -2.0 | 0.5 | CCc1nc2ccc(C(=O)Nc3cccc(NS(C)(=O)=O)c3)cn2c1N(C=O)CCC(C)C |
| -0.3 | -7.5 | -2.0 | 4.4 | 0.5 | -4.2 | 4.0 | 4.7 | 1.4 | Cn1nc(C(C)(C)C)cc1C(=O)Sc1cccc(Br)c1 |
| -1.5 | -5.4 | -10.8 | -1.3 | 0.1 | -2.9 | -0.6 | -2.7 | -7.2 | CCn1ccnc1CN(C)Cc1cn[nH]c1-c1ccc(F)cc1F |
| -0.5 | -81.8 | 23.6 | 1.5 | 14.2 | -10.8 | -10.0 | 24.5 | -4.4 | CC(C)(C)c1ccc(C(=O)NCCCN2CCN(CCCNC(=O)c3ccc(C(C)(C)C)cc3)CC2)cc1 |
| 4.2 | -5.8 | 7.8 | · | 3.6 | 0.2 | 0.6 | -2.0 | 1.0 | CCC(OC(=O)CN1C(=O)C(=O)c2ccccc21)C(=O)Nc1ccccc1OC (stereo not given) |
| -1.1 | -1.5 | -11.8 | 1.3 | 0.0 | 4.7 | 2.7 | -0.2 | -2.4 | Nc1c(C(=O)O)cnn1-c1ccccc1 |
| 0.5 | 17.3 | 3.1 | 3.8 | 1.3 | 1.7 | -5.5 | -1.8 | -0.6 | O=C(C(c1ccccc1)c1ccccc1)N1CCN(Cc2ccc(Br)cc2)CC1 |
| -0.2 | 3.8 | 0.6 | 0.7 | 0.8 | -7.5 | 2.0 | 7.2 | -1.9 | CC1CCc2c(sc(NC(=O)c3nc4ncccn4n3)c2C#N)C1 (stereo not given) |
| 21.4 | -34.1 | -0.2 | -4.2 | 1.3 | 2.3 | -1.8 | -10.3 | 7.3 | CCOc1ccc(C2C(C#N)=C(N)Oc3cc(O)ccc32)cc1OCC (stereo not given) |
| 0.9 | 3.4 | 4.3 | -0.5 | 1.9 | 2.2 | 2.2 | 3.5 | 2.7 | COCCSc1nnc(NC(=O)C2CC(=O)N(c3ccc(C)cc3)C2)s1 (stereo not given) |
| -0.9 | 12.1 | -9.3 | -5.6 | 0.4 | 2.5 | 1.6 | 0.4 | -2.5 | CC(C)(C)Sc1ccc(/C=N/O)cc1[N+](=O)[O-] |
| 1.1 | -21.4 | 5.8 | 0.5 | 0.9 | 2.9 | 0.2 | -10.2 | 3.3 | COc1ccc(C2=NN(C(=O)CCC(=O)O)C(c3ccc(OC)cc3)C2)cc1 (stereo not given) |
| -1.1 | 4.9 | 4.4 | 3.1 | 4.9 | 1.8 | -2.4 | -4.7 | 1.8 | CSc1ccc(Cl)c(C(=O)N(C)CC(=O)Nc2ccc(N3CCOCC3)cc2)c1 |
| -1.6 | -5.9 | -8.7 | -1.6 | 3.4 | 9.8 | 4.2 | -9.5 | -2.2 | CCOc1ccc(CNC(=O)C(=O)c2cn(CC(=O)N3CCOCC3)c3ccccc23)cc1OC |
| 0.5 | -3.8 | 6.1 | -0.7 | 1.0 | 4.5 | 10.4 | 3.3 | -2.2 | CSc1sc(C#N)c2c1/C(=N\O)CCC2 |
| 5.9 | 22.9 | 4.7 | 1.2 | -0.3 | -3.0 | 5.5 | -0.7 | -7.6 | COc1ccc2nc(C)cc(Nc3ccc(N4CCN(C)CC4)cc3)c2c1 |
| 0.8 | -9.5 | 5.9 | 9.8 | 0.9 | 0.2 | -6.5 | -0.7 | -4.0 | O=S(=O)(NCc1cc(-c2ccccc2)no1)c1ccccc1 |
| 2.2 | 13.8 | 3.6 | 3.1 | 1.4 | -3.7 | -20.1 | -2.2 | -14.1 | COC(=O)C1=C(C)NC2=C(C(=O)CCC2)C1c1cn(Cc2ccc(Cl)cc2Cl)nc1-c1ccccc1 (stereo not given) |
| 0.2 | 13.2 | 5.2 | -1.0 | -0.1 | -6.6 | 1.2 | 10.6 | 1.5 | CCC(=O)N(Cc1ccc(S(N)(=O)=O)cc1)C1CC(=O)N(c2ccccc2)C1=O (stereo not given) |
| 0.3 | 19.5 | 4.0 | · | 0.4 | 4.2 | -8.5 | -3.3 | -1.5 | CC1(c2ccc3ccccc3c2)CCC(=O)O1 (stereo not given) |
| -1.7 | -6.7 | -1.6 | 4.7 | 1.6 | 11.6 | 0.7 | -8.4 | 0.1 | COc1ccc(CCNC(=O)Cn2nnc(-c3cccc(OC)c3OC)n2)cc1OC |
| -0.7 | 7.0 | 2.5 | 1.9 | 1.1 | 7.8 | -2.3 | -15.6 | 0.9 | NC(=O)c1cccc([N+](=O)[O-])c1 |
| -0.8 | 26.5 | 0.1 | -3.1 | 7.0 | -4.4 | -4.8 | 5.5 | 6.4 | Clc1ccc(Cn2ncc3c(N4CCCCC4)ncnc32)cc1 |

One compound at a time (already shown). Order of values: CRFR2-BP ag, CRFBP-R2 block, M5 antag, IDE inh, CHRM4 agonist, CHRM4 PAM, M5 PAM, M4 antag, M5 ag
CSc1sc(C#N)c2c1/C(=N\O)CCC2 across the screens: 0.5, -3.8, 6.1, -0.7, 1.0, 4.5, 10.4, 3.3, -2.2
CC1(c2ccc3ccccc3c2)CCC(=O)O1 (stereo not given) across the screens: 0.3, 19.5, 4.0, ·, 0.4, 4.2, -8.5, -3.3, -1.5
COc1ccc2nc(C)cc(Nc3ccc(N4CCN(C)CC4)cc3)c2c1 across the screens: 5.9, 22.9, 4.7, 1.2, -0.3, -3.0, 5.5, -0.7, -7.6
Clc1ccc(Cn2ncc3c(N4CCCCC4)ncnc32)cc1 across the screens: -0.8, 26.5, 0.1, -3.1, 7.0, -4.4, -4.8, 5.5, 6.4
